Source: PubChem BioAssay (several laboratories)
MT stabilize HCS – stabilizes microtubules in HeLa cells | HeLa tubulin immunostaining HCS, 24 h; share of cells brighter than vehicle mean+2SD | % tubulin-high responders, % at 10 µM | 0.83% of 200,000 active;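 active means plate Z-score above 3 for both tubulin-high and condensed-nucleus cell shares, with cell loss under 80%, at 10 µM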;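 further: anti alpha tubulin signal scored within the nucleus-defined area of each cell; some results filed as inactive read as strong as hits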
P. falciparum M17LAP – P. falciparum M17LAP inhibitors, primary screen, biochemical, fluorogenic H-Leu-NHMec substrate, 1536-well (AID 1619); recombinant M17LAP, H-Leu-NHMec fluorogenic kinetic assay; higher % means a stronger effect; one-dose inhibition, % at 30 µM; IC50 in µM for titrated hits; 0.38% of 220,000 active;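 active means compound inhibiting the enzyme by more than half at any dose during confirmatory dose-response retesting; inconclusive means strong single-dose inhibitors picked by rank but not retested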;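 further: plate controls were full reaction with DMSO carrier for no effect and no enzyme background for full effect; strong numbers were not always called active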
Yfh1-off respiration – mitochondrial function rescue without frataxin homolog – Friedreich's ataxia, plus single-dose screen, dose response (AID 1465); 0.074% of 220,000 active; S. cerevisiae Yfh1-off respiration, WST-1 reduction, 72 h; higher fold induction means a stronger effect; fold induction at 50 µM; hits with a dose series show EC50 in µM;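 active means fold induction of absorbance versus untreated yeast above a set limit, then at least 30% activation at any dose in follow-up; inconclusive means repeats straddling the limit, or above it without dose testing; inactive means fold induction below the set limit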;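 further: activators that raise dye reduction in frataxin-depleted yeast; strong numbers were not always called active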
Lipid droplet – hepatic lipid droplet formation modulation; AID 1656; AML12 mouse hepatocytes, oleate lipid droplets, BODIPY imaging; inhibition, % at 6.5 µM; 0.4% of 240,000 active;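 active means lipid droplet intensity inhibited by at least 50%, with more than 500 cells counted; inconclusive means wells with under 300 cells, treated as cytotoxic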
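Material: mouse AML12 hepatocyte cell line, fixed after treatment; Timing: compound with oleate, overnight; Technique: high-content imaging of BODIPY-stained droplets and DAPI nuclei; Probe or stimulus: oleate, 100 µM final; Dosing: compound at 6.5 µM only.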
Ins promoter up – MIN6 insulin promoter up-regulation | MIN6 insulin promoter-GFP reporter, high-content imaging; hits give high values | z-score at 5 µM | 0.3% of 190,000 active;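 active means z-score above 3 at 5 µM with at least 500 cells counted in the well; inconclusive means wells under 500 cells, flagged as cytotoxic or low count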
CSM14.1 death rescue – rescue of cells from ER stress-induced death, primary screen, 384-well, CSM14.1, thapsigargin, ATP luminescence (AID 1222) | 190,000 tested, under 10 active | CSM14.1 thapsigargin-induced death rescue, ATP luminescence; higher % means a stronger effect | one-dose cellular ATP content (survival), % at 20 µM; EC50 in µM for titrated hits;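 active means EC50 below 50 µM in the dose-response confirmation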;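 further: death triggered by thapsigargin at about 15 µM added after 2 h compound pretreatment; cell ATP read after overnight thapsigargin exposure of roughly 18 to 22 hours; normalized against plate controls of thapsigargin alone and 5% DMSO vehicle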
P. falciparum M1AAP – P. falciparum M1AAP inhibitors, biochemical, fluorogenic H-Leu-NHMec substrate, 1536-well (AID 1445); 0.42% of 220,000 active; one-dose inhibition, % at 30 µM; IC50 in µM for titrated hits; recombinant M1AAP, H-Leu-NHMec fluorogenic kinetic assay; higher % means a stronger effect;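 active means primary inhibition above the hit cutoff, then over 50% inhibition at one or more dose response concentrations, cut at about 23% in these data, passing the limit was not always enough; inconclusive means conflicting primary data, or primary hits not chosen for dose response; inactive means low primary inhibition, or under 50% at every dose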;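 further: plate controls were DMSO full reaction for no effect and no enzyme background for full effect; strong numbers were not always called active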
Dynein transport – dynein cargo transport inhibition; 3617.4 mouse cells, GR-EGFP nuclear translocation imaging; test concentration mostly 20 µM; stimulated with dexamethasone, 1 µM; hits give low values; 0.47% of 220,000 active; z-score, hits read low;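 active means plate z-score of nuclear minus cytoplasmic receptor signal below a set negative limit, without overly bright fluorescence or cell loss, cut at about -3.5 in these data, passing the limit was not always enough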;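 further: z-score of nuclear minus cytoplasmic ring GR-EGFP intensity difference per well; some compounds called inactive have numbers as strong as hits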
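medium = tetracycline-free induction medium containing charcoal-stripped FBS | also added = 1.0 µM final dexamethasone stimulus | schedule = 48 h induction, 1 h compound, 30 min dex at 37 °C | technique = fixed, Hoechst-stained cells imaged at 10x for EGFP | measure = GR-EGFP nuclear translocation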
Autophagy mod – autophagy modulation, high-content screen; AID 463193; MEF GFP-LC3 puncta imaging; test concentration mostly 10 µM; calls only at 10 µM (by protocol); 0.98% of 190,000 active;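 active means percentage of spot-positive cells more than 3 SD above its plate mean, without a fluorescence outlier flag or 80% toxicity; inconclusive means no clear call, values can overlap the other calls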;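 further: spot-positive cell cutoff set from DMSO-treated cells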
Dynein transport cytoplasmic EGFP – second read-out of Dynein transport, no call of its own (marks repeat the call); z-score; measured here: cytoplasmic GR-EGFP intensity; hits give high values
Dynein transport nuclear GR-EGFP – recorded beside Dynein transport, whose call it bears; z-score; measured here: nuclear GR-EGFP intensity;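 lower value marks the stronger effect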
Dynein transport cell count – also measured in Dynein transport; calls as there; z-score; measured here: cell count per field
Ins promoter up cell count – second read-out of Ins promoter up, no call of its own (marks repeat the call); cell count; measured here: cytotoxicity, nuclei count;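 total cells summed across four imaged fields per well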
Lipid droplet cells 6.5 µM – further read-out of Lipid droplet, marked with its call; cell count; measured here: cell count, cytotoxicity flag;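 cells counted across two imaged fields per well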
MT stabilize HCS Hoechst-high % – also measured in MT stabilize HCS; calls as there; % Hoechst-high responders; measured here: nuclear condensation Hoechst responders;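 share of cells brighter than vehicle mean plus two SD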
MT stabilize HCS cytotoxicity % – second read-out of MT stabilize HCS, no call of its own (marks repeat the call); toxicity, %; measured here: cytotoxicity by cell density;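 0% = mean cell density of plate MIN control wells and 100% = no cells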
Autophagy mod cell loss 18 h – recorded beside Autophagy mod, whose call it bears; toxicity, %; measured here: cell loss, nuclei count;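 cell loss after 18 h compound exposure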
Numbers without * were called inactive; i = inactive; ? = inconclusive; nt = no result given; & = joins results of further samples. This is a random part of the collection, and some 3.5% of all compounds hit somewhere here.

SMILES	MT stabilize HCS	MT stabilize HCS Hoechst-high %	MT stabilize HCS cytotoxicity %	P. falciparum M17LAP	Yfh1-off respiration	Lipid droplet	Lipid droplet cells 6.5 µM	Ins promoter up	Ins promoter up cell count	CSM14.1 death rescue	P. falciparum M1AAP	Dynein transport	Dynein transport cytoplasmic EGFP	Dynein transport nuclear GR-EGFP	Dynein transport cell count	Autophagy mod	Autophagy mod cell loss 18 h
CCOC(=O)C(C(=O)OCC)C(C[N+](=O)[O-])c1ccccc1 (centres undefined)	2.3	2.2	7.7	-5%	i	16	688	0.15	1280	-1.4%	-3%	-0.94	-0.3	-0.24	0.46	i	-1
CCNc1nc(SCC(=O)Nc2ccc(Cl)c(Cl)c2)nc(N(C)C)n1	1.6	3.1	7.8	10%	nt	-14	722	-0.89	1288	-0.3%	0%	0.0027	-0.21	0.038	0.36	i	-10
O=C(CSc1nc2ccccc2[nH]1)N1CCN(c2ccccc2)CC1	4.0	1.6	17	1%	i	nt	nt	1.2	1409	-0.7%	10%	0.79	-0.087	1.1	-0.93	i	-3
COc1ccc(C(=O)N2CCN=C2SCc2cccnc2)cc1OC	5.9	3.0	1.0	1%	i	nt	nt	-1	822	8.8%	-10%	-0.98	-0.13	-0.51	0.45	i	-1
CCOc1ccc(-c2onc(C(F)(F)F)c2-c2cscn2)c(O)c1	2.3	1.6	8.7	-3%	i	-13	822	0.28	896	4.2%	-7%	1.3	0.11	1.2	-0.55	i	-7
O=C(CSc1nnc(C2COc3ccccc3O2)o1)Nc1ccc(F)cc1Cl (centres undefined)	3.2	2.3	10	42%	i	-17	663	0.22	1216	-1.1%	-2%	-0.07	-0.2	-0.16	0.56	i	6
CC(C)(C)NC(=O)NC(=O)CN1CCN(S(=O)(=O)c2ccccc2)CC1	nt	nt	nt	16%	i	-1	634	-0.51	1196	nt	2%	-0.13	-0.83	0.11	0.67	nt	nt
Cc1cc(C)n2nc(C(=O)N/N=C/C=C/c3ccccc3)nc2n1	nt	nt	nt	12%	i	-4	744	1.9	1057	nt	4%	-0.45	-0.26	-0.27	1.5	nt	nt
OC1(c2ccc(F)cc2)CN(c2ccccc2)C2=[N+]1CCS2 (centres undefined)	4.5	3.4	3.4	-2%	nt	-17	678	0.81	1292	-1.6%	2%	-0.48	-0.23	-0.44	0.18	i	-3
O=C(Cc1cc(=O)[nH]c(=O)[nH]1)N1CCC(Cc2ccccc2)CC1	1.4	3.6	4.3	3%	i	-2	748	-0.29	1252	-1.5%	-3%	0.069	-0.21	0.18	0.076	i	6
Clc1ccc(C2[C@H]3CN(Cc4cccnc4)[C@H](c4ccccc4)C34CC2(c2cccnc2)C4)cn1 (some centres undefined)	nt	nt	nt	3%	i	7	731	-0.22	988	nt	2%	0.65	-0.69	0.26	-0.75	nt	nt
CC1(C)Cc2ccccc2-c2nc(-c3ccccc3)oc(=O)c21	1.2	1.3	9.0	5%	i	9	775	0.46	1028	-1.3%	9%	-0.41	0.0028	-0.38	-0.35	i	-4
CC1=NNC(=O)C1CC(=O)N/N=C/c1ccncc1 (centres undefined)	nt	nt	nt	-3%	i	-2	653	1.2	1007	nt	-1%	1	-0.16	1.1	-1.9	nt	nt
O=C(NCc1ccccn1)c1ccc(Br)s1	3.5	2.2	4.5	8%	i	3	655	-0.5	1298	nt	2%	0.43	-0.14	0.08	0.35	i	15
Cc1ccc(NCc2nnc(SCC(=O)c3ccccc3)n2Cc2ccco2)c(C)c1	4.1	1.2	5.1	31%	i	1	809	-0.99	801	0.4%	5%	-0.51	-0.13	0.011	0.25	i	7
CC(NC(=O)C1CCCCC1)C(c1cccs1)N1CCN(C)CC1 (centres undefined)	nt	nt	nt	-2%	i	3	649	2.2	665	nt	-3%	0.22	-0.75	0.53	-0.58	nt	nt
Cc1ccc(NC(=O)C2CCC(=O)N2)cc1C (centres undefined)	2.5	1.8	8.2	-6%	i	25	748	0.37	1176	2.0%	-1%	0.4	-0.26	0.55	-0.32	i	2
COc1ccc(CCn2nnnc2C(C(C)C)N2CCN(c3ncccn3)CC2)cc1OC (centres undefined)	6.1	4.9	4.2	22%	nt	nt	nt	?	nt	-2.3%	3%	0.057	-0.3	0.06	0.59	i	4
O/N=C/c1ccccc1OCc1ccccc1Cl	2.3	1.4	6.2	-2%	i	nt	nt	1	1622	-1.3%	3%	0.017	-0.058	-0.11	0.45	i	-7
CN(C)c1ccnc2c[cH-]cc12.[Fe].c1ccc(-[c-]2[c-](-c3ccccc3)[c-](-c3ccccc3)[c-](-c3ccccc3)[c-]2-c2ccccc2)cc1 (centres undefined)	nt	nt	nt	-1%&-1%	i	nt	nt	-6.1	536	nt	-1%&-1%	-0.67&-1.1	-0.77&-0.81	-0.25&-0.5	-0.54&0.47	nt	nt
Fc1cccc(F)c1CSc1nc2ccccc2[nH]1	1.3	1.4	5.9	0%	i	-2	751	-0.51	1252	-0.9%	10%	-0.64	-0.044	-0.081	0.52	i	6
O=C(Nc1nnc(-c2cccs2)o1)c1cc(-c2ccccc2)nc2ccccc12	2.9	0.6	1.3	-7%	nt	nt	nt	0.04	1294	-2.5%	-9%	-0.37	-0.22	0.46	0.3	i	-7
Nc1nc(SCc2c(Cl)cccc2Cl)n[nH]1	1.9	1.3	6.4	-4%	i	-4	781	-0.35	791	1.3%	3%	0.62	-0.2	0.2	-0.83	i	2
CN(C)S(=O)(=O)c1ccc(NS(=O)(=O)/C=C/c2ccccc2)cc1	3.0	2.8	7.5	6%	i	-4	694	0.28	849	0.2%	5%	0.54	0.0078	0.44	-0.72	i	-8
COCCn1c(C)cc(C(=O)COC(=O)c2c(C)nn(Cc3ccccc3)c2C)c1C	4.6	1.6	2.4	9%	i	nt	nt	-1.7	975	-0.1%	-1%	0.26	0.22	0.034	0.043	i	18
Cc1ccc(NC(=O)CN(C)C(=O)CSc2n[nH]c(N)n2)cc1	2.1	1.6	7.4	45µM*	i	nt	nt	0.28	1462	2.9%	2%	0.033	-0.15	0.87	-0.56	i	-31
C/C(=N/OCC(=O)Nc1ccccc1)c1cccs1	3.0	2.3	4.8	10%	i	8	773	0.32	1128	0.2%	-3%	0.3	-0.23	0.26	0.073	i	-4
COc1ccc(C(=O)CSc2nnc(COc3ccc(C#N)cc3)n2-c2ccccc2)cc1	4.8	3.2	4.0	9%	i	nt	nt	-1.5	1025	-0.1%	3%	-0.28	-0.043	0.13	0.44	i	6
OC(c1ccc(OCc2ccccc2)cc1)c1nnc(-c2ccccc2)o1 (centres undefined)	1.8	1.8	2.4	3%	nt	1	763	0.7	890	3.5%	-1%	-0.59	-0.24	0.21	-0.0033	i	-1
FC(F)(F)COc1ccc(-c2nnc(SCc3c(Cl)cccc3Cl)o2)cn1	nt	nt	nt	-1%	i	-8	687	nt	nt	nt	1%	-1.6	0.17	-0.69	0.83	nt	nt
CCc1ccc(CN(C)C(=O)CCc2nnc(Cc3cccc(C)c3)o2)nc1	nt	nt	nt	-7%	i	0	718	-0.19	1491	-0.5%	3%	0.23	-0.008	0.46	0.048	i	-17
O=C(Nc1cccc(Cl)c1)NC1CC2CCC(C1)N2Cc1ccco1 (centres undefined)	4.1	3.0	6.7	-6%	i	3	665	2.3	1183	-1.2%	0%	3.2	-0.088	1.5	-2.5	i	0
CN(C(=O)COc1ncnc2sccc12)c1ccccc1	1.4	1.4	11	-2%	i	4	668	0.09	1328	-0.2%	1%	2.3	-0.066	1.8	-1.3	i	-22
COc1ccc(NC(=O)c2ccco2)cc1NC(=O)c1ccc(Br)o1	3.5	2.0	6.1	15%	i	5	727	0.1	1171	nt	8%	-0.83	-0.17	-1	0.38	i	-2
CCOC(=O)c1[nH]c(C)c(/C(O)=C2\C(=O)C(=O)N(CCN3CCOCC3)C2c2ccco2)c1C (centres undefined)	2.5	2.6	9.2	12%	i	16	757	0.16	1538	0.2%	11%	0.23	0.12	0.38	-0.15	i	-3
NC(CO)C(=O)NNCc1ccc(O)c(O)c1O (centres undefined)	4.0	1.7	6.2	11%	i	6	730	nt	nt	-0.7%	3%	0.26	-0.26	0.33	0.52	i	10
O=c1cc(-c2ccccc2F)nc(-c2ccccc2F)o1	2.7	1.9	6.1	9%	i	11	687	-0.68	1376	-2.5%	-3%	-3	0.26	-1.8	0.32	i	0
C/C(N)=C(/C#N)C(=O)CSc1cc(Cl)ccc1Cl	6.7	3.3	6.7	-6%	i	0	550	0.17	1233	0.7%	8%	-0.13	-0.2	-0.37	0.27	i	0
Cc1ccccc1NNC(=O)C(=O)NNc1ccccc1C	nt	nt	nt	-3%	i	1	672	-0.05	1363	nt	0%	0.27	-0.3	0.18	0.15	nt	nt
